# TIM10 inh = growth inhibitors of isogenic TIM10 control yeast, primary screen, counter-screen for tim10-1 yeast inhibitor project, luminescence, uHTS. S. cerevisiae TIM10 strain growth, BacTiter-Glo luminescence, 24 h. inhibition, % at 10 µM. hit rate 1.4% among 330,000. AID 463195, 2010;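 active = inhibition of 40% or more at the single tested concentration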;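 note: wild-type TIM10 isogenic control strain grown at permissive 25 °C; 0% = DMSO yeast wells and 100% = minimal medium wells without yeast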
# Jurkat NFkB inh = inhibitors of induced NF-kB luciferase reporter, primary screen, TCR NF-kB activation inhibitor project, cell-based, luminescence, uHTS; Jurkat, PMA/ionomycin-induced NF-kB luciferase reporter; inhibition, % at 4 µM; hit rate 0.53% among 330,000; in the data active = inhibition above about 50%
# UPR CHOP act = activators of apoptotic CHOP UPR arm, primary screen, cell-based, CHO-CHOP luciferase reporter, luminescence, uHTS; AID 449763, 2010; activation, % at 10 µM; UPR activation; percent of tunicamycin response over DMSO baseline; hit rate 0.34% among 330,000;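 active = at 10 µM dose, activation of 40% or more, normalized to positive control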;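 note: 100% = tunicamycin at 10 µg/mL and 0% = DMSO alone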
#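 Evaluation: % reporter activation, DMSO baseline versus tunicamycin full activation; System: CHO-CHOP luciferase reporter cell line; Input: 500 cells/well; Incubation: 6 h compound treatment, 37 °C; Measured by: Steady-Glo luciferase luminescence; Dosing: one dose, 10 µM in 0.5% DMSO; Buffer or medium: F12 medium, 10% FBS; Benchmarks: positive tunicamycin 10 µg/mL, negative DMSO alone.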
# Mdm2-MdmX inh = inhibitors of human Mdm2-MdmX association, primary screen, cell-based, luminescence, split luciferase, SaOS-2, uHTS | SaOS-2 split-luciferase Mdm2/MdmX complementation | hit rate 3% among 330,000 | inhibition, % at 8 µM;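 active = inhibition of at least 50% at 8 µM in the primary screen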
# Target sequence (O15151 whole entry, looked up): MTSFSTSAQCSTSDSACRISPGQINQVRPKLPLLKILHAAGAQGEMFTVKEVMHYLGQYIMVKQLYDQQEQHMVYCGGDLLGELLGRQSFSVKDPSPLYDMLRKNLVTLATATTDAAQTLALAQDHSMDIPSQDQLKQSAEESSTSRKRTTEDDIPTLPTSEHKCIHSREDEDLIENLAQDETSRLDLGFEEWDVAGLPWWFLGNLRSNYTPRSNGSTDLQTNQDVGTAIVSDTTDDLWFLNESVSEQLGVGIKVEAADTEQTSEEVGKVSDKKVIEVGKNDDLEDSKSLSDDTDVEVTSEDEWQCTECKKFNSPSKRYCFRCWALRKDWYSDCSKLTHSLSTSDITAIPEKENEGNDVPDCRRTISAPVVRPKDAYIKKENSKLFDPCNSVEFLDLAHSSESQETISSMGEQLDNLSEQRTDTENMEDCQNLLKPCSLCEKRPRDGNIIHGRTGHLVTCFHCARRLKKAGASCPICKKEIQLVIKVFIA
# Target sequence (Q00987 whole entry, looked up): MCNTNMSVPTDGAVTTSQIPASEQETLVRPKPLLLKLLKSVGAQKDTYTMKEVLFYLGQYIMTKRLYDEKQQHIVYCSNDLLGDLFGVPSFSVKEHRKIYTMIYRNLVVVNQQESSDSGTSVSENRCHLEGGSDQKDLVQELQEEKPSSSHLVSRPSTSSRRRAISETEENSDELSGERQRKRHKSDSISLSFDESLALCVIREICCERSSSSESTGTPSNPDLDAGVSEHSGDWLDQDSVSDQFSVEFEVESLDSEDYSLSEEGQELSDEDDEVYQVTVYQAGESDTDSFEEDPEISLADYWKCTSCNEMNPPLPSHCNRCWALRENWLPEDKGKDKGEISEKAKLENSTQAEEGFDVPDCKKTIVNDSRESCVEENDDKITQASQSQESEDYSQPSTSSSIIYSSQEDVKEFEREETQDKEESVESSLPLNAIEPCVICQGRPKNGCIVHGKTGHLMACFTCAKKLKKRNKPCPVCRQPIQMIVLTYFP
# tim23-1 inh = growth inhibitors of tim23-1 mutant yeast, primary screen, luminescence, uHTS; S. cerevisiae tim23-1 growth, BacTiter-Glo luminescence, 24 h; inhibition, % at 20 µM; hit rate 1.3% among 330,000;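 active = growth inhibition of the mutant yeast at or above 50%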;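 note: temperature-sensitive mutant grown at 25 °C; plate controls were DMSO-treated mutant yeast for no effect and medium wells lacking yeast for full effect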
# tim10-1 inh = growth inhibitors of tim10-1 mutant yeast, primary screen, luminescence, uHTS. S. cerevisiae tim10-1 ts strain growth, BacTiter-Glo, 24 h. inhibition, % at 20 µM. hit rate 2.2% among 330,000. AID 463190, 2010;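 active = inhibition of at least 40%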;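 note: mutant grown at 25 °C; 0% = DMSO wells with yeast and 100% = wells holding no yeast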
# XBP1 UPR activ = activators of adaptive XBP1 UPR arm, primary screen, cell-based, CHO-XBP1 luciferase reporter, luminescence, uHTS. IRE1-XBP1 UPR activation; percent of tunicamycin response, DMSO as zero. activation, % at 20 µM. hit rate 0.33% among 330,000. AID 463104, 2010;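 active = versus positive control, 20 µM dose yields 30% or more activation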;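 note: 100% = tunicamycin at 10 µg/mL and 0% = DMSO only wells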
#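 Material – CHO cell line with stable XBP1 luciferase reporter · Buffer or medium – F12 plus 10% FBS · Compound – single point, 20 µM final compound, 1% DMSO · Schedule – 16-18 h cell attachment at 37 °C, then 6 h compound exposure · Signal – Steady-Glo luminescence read · Benchmarks – high control tunicamycin 10 µg/mL final, low control DMSO vehicle only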
# 697 NFkB inh = inhibitors of PMA/ionomycin-induced NF-kB reporter, 697 cells, primary screen, B-cell NF-kB inhibitor project, cell-based, luminescence, uHTS; 697 B-cell NF-kB luciferase reporter, 16 h; hit rate 0.33% among 330,000; inhibition, % at 4 µM; in the data active = inhibition above about 35%
# The depositor's hits bear a star.
SMILES,TIM10 inh,Jurkat NFkB inh,UPR CHOP act,Mdm2-MdmX inh,tim23-1 inh,tim10-1 inh,XBP1 UPR activ,697 NFkB inh
CCc1nc2ccccc2n(CC)c1=O,5,4,-1.3,-10,10,6,-1,15
COc1ccccc1CNC(=O)CCCn1nc(C)n2ccnc2c1=O,-6,2,-0.4,-18,6,8,-5,-7
O=C(NCCSc1ccc(Cl)cc1)c1ccc(CN2CCOCC2)cc1,-4,17,-0.1,16,2,9,-1,-19
O=C(CN1CCN(Cc2ccc(F)cc2Cl)C1=O)NCc1cccs1,12,-9,0.5,-4,10,13,-1,10
CN1CCN(NC(=O)Nc2cccc(Cl)c2Cl)CC1,-11,-14,-0.7,11,-14,-11,-4,-1
Cc1ccc(Cl)cc1S(=O)(=O)N1CCC(C(=O)NC2CCN(Cc3ccccc3)CC2)CC1,-21,44,-0.4,32,-4,-26,5,-34
COc1ccc(-c2nnc(NC(=O)CSc3ccc(C)cc3)s2)cc1OC,4,13,-0.9,20,7,14,0,14
Cc1cccc(NC2=C(Cl)C(=O)OC2NC(=O)c2ccccc2)c1 (centres undefined),1,14,0.7,5,-7,-3,0,11
COc1ccc(C(=O)Nc2ccc(S(=O)(=O)N3CCCCC3C)cc2)c(OC)c1OC (centres undefined),20,-5,-3.1,18,31,35,-4,-7
O=C(O)CSC(=S)N1CCCC1,13,1,-1.9,-8,7,-4,-1,11
OCCN1CCN(CC#CCC(c2ccccc2)c2ccccc2)CC1,15,-4,0.6,14,-7,2,-2,-18
O=S1(=O)NC(=NCCOCCO)c2ccccc21,-8,-13,3.6,20,8,-17,0,-1
Cc1cc(S(=O)(=O)N2CCOCC2)ccc1OCC(=O)N1CCCCC1,16,5,-1.4,-3,14,-10,-2,-8
C[C@H](CO)N1C[C@H](C)[C@@H](CN(C)S(=O)(=O)c2ccccc2)Oc2ccc(NC(=O)Nc3ccc(C(F)(F)F)cc3)cc2C1=O,17,8,0.1,45,24,21,1,-5
COC(=O)C(NC(C)=O)(Nc1ccc(Br)cc1)C(=O)OC,4,5,-0.9,26,2,1,2,12
C=CCn1cc(C(=O)NCCCOC)c(=O)c2cc(S(=O)(=O)N(CC)CC)ccc21,9,14,-0.7,0,10,18,1,8
O=C(Nc1ccc2c(c1)OCO2)N1CCN(c2ccc(F)cc2)CC1,2,-44,0.3,-5,7,4,-1,-35
COC(=O)c1ccc(NC(=O)CN(c2ccc3c(c2)OCO3)S(C)(=O)=O)cc1,-6,-13,0.7,-28,3,2,2,15
COc1ccccc1N1C(=O)CC(N2CCN(c3ccc([N+](=O)[O-])cc3)CC2)C1=O (centres undefined),0,-11,-1.4,23,3,9,-5,1
Cc1ccc(S(=O)(=O)N2CCOCC2)cc1NC(=O)CSc1ccc(Cl)cc1,9,22,1.4,21,8,4,0,23

# 4 entries already listed, arranged by their value in 697 NFkB inh, highest first:
Structure	Jurkat NFkB inh	Mdm2-MdmX inh	XBP1 UPR activ	697 NFkB inh
COC(=O)C(NC(C)=O)(Nc1ccc(Br)cc1)C(=O)OC	5	26	2	12
O=C(CN1CCN(Cc2ccc(F)cc2Cl)C1=O)NCc1cccs1	-9	-4	-1	10
Cc1cc(S(=O)(=O)N2CCOCC2)ccc1OCC(=O)N1CCCCC1	5	-3	-2	-8
O=C(Nc1ccc2c(c1)OCO2)N1CCN(c2ccc(F)cc2)CC1	-44	-5	-1	-35

# Next section
SMILES,TIM10 inh,Jurkat NFkB inh,UPR CHOP act,Mdm2-MdmX inh,tim23-1 inh,tim10-1 inh,XBP1 UPR activ,697 NFkB inh
COc1cc(NC2c3ccccc3C(=O)N2Cc2ccccc2Cl)cc(OC)c1 (centres undefined),-7,11,-1.5,20,20,-1,5,11
O=C(COC(=O)C1(c2ccc(Cl)cc2)CCCC1)Nc1ncc(C(F)(F)F)cc1Cl,10,4,-3.3,-2,24,42*,-1,-23
CS/C(=C(/C#N)S(=O)(=O)c1ccc(Cl)cc1)N1CCOCC1,-16,-18,-2.8,7,0,-4,-4,7
COc1ccc(CCCC(=O)N/N=C/c2cccc(OC)c2O)cc1C,55*,-38,0.8,44,35,6,2,-46
COc1ccc2cc(C(c3nnnn3C3CCCC3)N3CCCCCC3)c3nnnn3c2c1 (centres undefined),4,5,0.5,38,2,21,3,-5
Cc1nc(NC(C)c2ccccc2)sc1C(=O)Nc1ccccc1 (centres undefined),18,-7,-1.4,9,29,31,-1,3
O=C(COc1ccc(Cl)cc1)Nc1nc(-c2cccs2)cs1,10,-12,-1.1,-3,9,1,-1,-3
CCN=C1SC(C(=O)Nc2cccc(Cl)c2)CC(=O)N1CC (centres undefined),5,-2,-1.5,6,23,-4,-1,3
COC(=O)C(NC(=O)CCc1nnc2ccc(N3CCC(C)CC3)nn12)C(C)C (centres undefined),4,-14,-1.6,-6,0,6,4,2
CC(=O)NN1C(=O)c2ccc(Oc3cccc([N+](=O)[O-])c3)cc2C1=O,7,-3,-0.9,5,16,0,0,16
CCOC(=O)Cc1csc(NC(=O)c2cnc3scc(C)n3c2=O)n1,7,2,0.4,17,-7,-4,3,-19
Cc1ccc(C)c(S(=O)(=O)N2CCN(C(=O)C3CCN(c4ncnc5sc(C)c(C)c45)CC3)CC2)c1,-70,20,6.1,23,41,47*,4,-57
CCC[C@@H](CN1CCC[C@H]1CN1C(N)=NC[C@@H]1Cc1ccccc1)N1C[C@@H]([C@H](C)CC)N(CCc2ccc(Cl)c(Cl)c2)C1=N,-8,-10,0.0,-3,-67,-20,2,18
Cc1ccc(C)c(Cn2c3ccccc3c3cnn(CC(=O)NCc4ccccn4)c(=O)c32)c1,-3,-5,1.6,2,15,32,-8,-28
Clc1ccc(C2=Nn3c(nnc3-c3cccnc3)SC2)s1,1,-3,-0.6,-5,-24,35,1,-2
O=C(Nc1ccccc1)c1ccc2c(c1)OCCO2,29,-95,2.8,-96,44,-2,-3,-7
COc1ccc2nc(NS(=O)(=O)c3ccc(NC(C)=O)cc3)sc2c1,-6,-12,-1.7,12,-3,-13,-1,2
Cc1ccc(C(=O)Nc2nnc(CC(=O)N/N=C/c3ccc(O)c(O)c3)s2)cc1,-13,-30,2.3,-13,-6,-6,0,-25
Cc1ccc(-c2nnc(SCC(=O)N/N=C/c3c(C)nn(-c4ccccc4)c3C)n2-c2ccc(C)cc2)cc1,22,-2,1.1,35,28,29,0,-26
Cc1ccc(OCc2nn3c(-c4ccco4)nnc3s2)cc1,4,-6,1.0,-31,35,32,-1,-13
CCC(C)(C)NC(=O)C(OC(=O)c1ccco1)c1ccccc1F (centres undefined),10,-2,1.9,-28,31,18,-6,1
CCn1cc([N+](=O)[O-])c(C(=O)Nc2ccc(Br)cn2)n1,13,-9,-1.2,11,0,-1,0,-1
O=C(N=NC(=O)c1ccc2c(O)n(C3CCCCC3)c(O)c2c1)c1cccnc1,2,-9,-1.8,-5,0,1,-5,9
CCOC(=O)c1ccccc1NC(=O)N[C@@H](C)C(=O)OC,0,-1,-0.4,-22,3,4,0,-3
O=C(N/N=C\c1ccc(-c2ccc([N+](=O)[O-])cc2)o1)C1COc2ccccc2O1 (centres undefined),2,-17,-0.2,10,0,0,1,-25
CCOC(=O)N1CCN(C(=O)c2cc3cc(Cl)ccc3[nH]2)CC1,5,-13,-0.5,-2,20,32,-7,-3
CCOC(=O)c1sc(Nc2ccccc2Cl)nc1C,-7,-66,6.3,-105,32,15,9,-70
CC(C)(C)C1CCc2onc(C(=O)N3CCOCC3)c2C1 (centres undefined),1,1,4.6,21,15,18,2,21
CCOc1ccc(NC(=O)C(C)Oc2ccccc2C(=O)Nc2ccc(C)c(Cl)c2)cc1 (centres undefined),39,-17,5.0,39,12,36,0,6
CCc1ccccc1NC(=O)C1CCN(c2cnccn2)CC1,3,11,1.9,15,-5,-7,0,11
COc1ccc(NC(=O)CSc2nc3ccc(Nc4nc(N5CCOCC5)nc(N5CCOCC5)n4)cc3s2)cc1,-4,-8,10,85*,-17,3,58*,1
Cc1ncc(CN2CCN(Cc3ccccc3)C(CCO)C2)s1 (centres undefined),-29,-10,-1.7,4,19,17,-2,-1
CCOC(=O)Nc1ccc(NC(=O)OCC)cc1,11,-2,1.5,-12,16,5,2,-8
COc1cc(OC)cc(-n2nc(C(=O)NCCCN3CCOCC3)c3ccccc3c2=O)c1,4,6,-4.0,17,1,1,-4,8
COc1ccc(NC(=O)CNS(=O)(=O)c2ccccc2)cc1Cl,-2,-17,2.9,2,17,8,-3,1
COc1ccc(N2CSC3=C(C#N)C(c4ccc(OC)c(OC)c4)CC(=O)N3C2)c(OC)c1 (centres undefined),-2,-6,0.9,26,-3,1,-1,8
O=C(Nc1ccc(N2CCCCC2)cc1)c1cccnc1,-5,-35,3.4,-34,5,-5,0,-46
Cc1ccc2c(CC(=O)N(C)c3c(N)n(Cc4ccccc4)c(=O)[nH]c3=O)coc2c1,7,4,0.8,14,1,4,-4,8
Cc1cc(NC(=O)CS(=O)CC(=O)Nc2c(C)cccc2C)ccc1-n1cnnn1 (centres undefined),7,19,0.7,30,-5,-13,0,14
Cn1c(CCN2CCN(c3ccccn3)CC2)nc2cc(NC(=O)COc3ccc(Cl)cc3)ccc21,10,27,6.6,48,12,17,-6,-25
O=C(CCc1ccccc1)NCC(=O)N/N=C/c1ccc2c(c1)OCO2,7,-17,4.2,17,21,19,5,-2
O=C(c1cc(-c2ccccc2)nc2ccccc12)N1CCc2ccccc2C1,34,8,0.8,3,47,22,-3,5
CCOC(=O)c1ccc(S(=O)(=O)N2CCN(C)CC2)cc1,-6,-7,-0.6,3,1,2,4,-5
CC(C)Cc1nnc(NC(=O)C2CSC3(C)CCC(=O)N23)s1 (centres undefined),-2,4,0.8,36,17,12,0,25
COC(=O)c1nn(-c2nc(-c3ccc(OC)c(OC)c3)cc(C(F)(F)F)n2)cc1[N+](=O)[O-],-9,-14,0.5,10,-33,-4,3,-6
Cc1cc(C)c2nc(N3CCCC(C(=O)N4CCC(C(N)=O)CC4)C3)sc2c1 (centres undefined),11,-1,-0.1,26,3,-14,0,-33
CCC(CC)C(=O)OCC(=O)NC12CC3CC(CC(C3)C1)C2,26,2,-1.0,-7,29,30,-2,22
COc1ccc(CC(=O)N/N=C(\C)CC(=O)Nc2ccc3c(c2)OCCO3)cc1OC,12,-12,0.3,-8,-3,-22,-1,-10
COc1ccc(-c2noc(CN(C)C(=O)c3ccc4c(c3)OCO4)n2)cc1OC,-21,-17,0.8,-4,-9,-10,3,-1
O=C(C1CCC(=O)N(C2CCCC2)C1)N1CCC(Oc2ccccc2Cl)CC1 (centres undefined),11,-1,2.6,8,9,13,-2,-11
COc1ccc(/C=C(\NC(=O)c2ccccc2)C(=O)NNC(=O)CCN2CCOCC2)cc1,-6,-18,-0.4,10,4,-2,-5,5
COc1ccccc1CN(C)C(=O)C1(c2ccc(Cl)cc2)CC1,9,1,-2.0,15,6,3,-1,7
Cc1cc2nc(C)n(CCCNC(=O)Nc3ccc(C#N)cc3)c2cc1C,11,14,0.9,8,8,10,0,9

# Part of the list above in order of SMILES length, rising.
SMILES,TIM10 inh,Jurkat NFkB inh,UPR CHOP act,Mdm2-MdmX inh,tim23-1 inh,tim10-1 inh,XBP1 UPR activ,697 NFkB inh
Cc1cc2nc(C)n(CCCNC(=O)Nc3ccc(C#N)cc3)c2cc1C,11,14,0.9,8,8,10,0,9
O=C(c1cc(-c2ccccc2)nc2ccccc12)N1CCc2ccccc2C1,34,8,0.8,3,47,22,-3,5
COc1ccc(-c2noc(CN(C)C(=O)c3ccc4c(c3)OCO4)n2)cc1OC,-21,-17,0.8,-4,-9,-10,3,-1

# Screening data (PubChem BioAssay)
